# DAX1 inh-1: DAX1 (NR0B1) inhibition, primary screen; actives 1.1% (n = 370,000); HEK293T StAR-luciferase reporter, SF-1/DAX-1 repression relief; AID 652010; inhibition, % at 6.8 µM;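 active = inhibition above the mean over all tested compounds plus 3 SD, cut at about 3.6% in these data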;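 note: 0% = DAX-1 cells with DMSO and 100% = cells lacking DAX-1 with DMSO; higher inhibition means more luminescence from relief of DAX-1 repression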
# PLC-gamma1 inh: blocks human PLC-gamma1 enzyme activity; inhibition, % at 12.2 µM; purified PLC-gamma1, fluorogenic substrate, fluorescence; AID 720700; P19174; actives 0.84% (n = 370,000); in the data active = inhibition above about 9.5%
# SMARCA2 activ: SMARCA2 function activation, primary screen; MG213 cells, MMTV-luciferase reporter, dexamethasone, overnight; actives 1% (n = 370,000); activation, % at 9.1 µM; in the data active = activation above about 7.8%;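 note: 0% = vehicle wells and 100% = reference activator wells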
# PLC-beta3 inh: PLC-beta3 (human) inhibition, primary screen. Q01970. Purified PLC-beta3, fluorogenic substrate, fluorescence. inhibition, % at 12.2 µM. actives 0.18% (n = 370,000); in the data active = inhibition above about 11%;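 note: 0% = median of compound wells on plate and 100% = full blocker control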
# Target sequence (Q01970 whole entry, looked up): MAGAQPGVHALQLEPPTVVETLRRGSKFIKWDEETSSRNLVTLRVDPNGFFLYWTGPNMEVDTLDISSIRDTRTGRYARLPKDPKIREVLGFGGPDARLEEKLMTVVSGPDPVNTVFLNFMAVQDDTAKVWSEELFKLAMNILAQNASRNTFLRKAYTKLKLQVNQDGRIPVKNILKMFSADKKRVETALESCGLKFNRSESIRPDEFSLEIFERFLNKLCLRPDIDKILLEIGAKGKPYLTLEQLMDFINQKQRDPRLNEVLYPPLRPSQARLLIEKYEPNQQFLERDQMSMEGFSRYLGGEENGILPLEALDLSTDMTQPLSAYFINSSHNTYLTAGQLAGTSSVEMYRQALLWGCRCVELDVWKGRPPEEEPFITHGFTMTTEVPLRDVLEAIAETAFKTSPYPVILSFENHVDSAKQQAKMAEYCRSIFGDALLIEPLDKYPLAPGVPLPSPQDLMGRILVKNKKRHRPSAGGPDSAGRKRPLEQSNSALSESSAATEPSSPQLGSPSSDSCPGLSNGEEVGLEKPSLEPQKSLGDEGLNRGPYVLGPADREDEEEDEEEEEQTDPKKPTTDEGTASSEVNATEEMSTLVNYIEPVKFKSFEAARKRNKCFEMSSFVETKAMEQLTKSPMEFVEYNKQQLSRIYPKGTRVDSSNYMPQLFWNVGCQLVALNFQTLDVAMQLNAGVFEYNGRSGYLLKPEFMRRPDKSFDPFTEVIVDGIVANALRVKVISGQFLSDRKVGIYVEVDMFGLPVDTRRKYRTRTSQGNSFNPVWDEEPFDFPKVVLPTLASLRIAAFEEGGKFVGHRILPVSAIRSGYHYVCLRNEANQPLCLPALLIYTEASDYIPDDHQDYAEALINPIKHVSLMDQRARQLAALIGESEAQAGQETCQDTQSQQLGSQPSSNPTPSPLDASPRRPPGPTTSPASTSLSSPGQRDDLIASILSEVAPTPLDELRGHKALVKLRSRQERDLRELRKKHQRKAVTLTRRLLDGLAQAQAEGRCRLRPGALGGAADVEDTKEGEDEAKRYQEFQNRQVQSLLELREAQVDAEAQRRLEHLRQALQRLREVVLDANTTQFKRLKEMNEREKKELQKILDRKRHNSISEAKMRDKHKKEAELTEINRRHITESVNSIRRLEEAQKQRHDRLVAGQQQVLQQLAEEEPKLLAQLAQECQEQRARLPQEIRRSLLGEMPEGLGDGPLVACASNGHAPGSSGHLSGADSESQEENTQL
# hgDAF-12 ag: hgDAF-12 agonism, primary luciferase screen; HEK293 GAL4-hgDAF12 UAS-luciferase reporter, agonist luminescence; normalized to butyrate control; activation, % at 6.8 µM; actives 1.8% (n = 370,000); AID 687014;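 active = activation above a cutoff set at the mean of all screened compounds plus 3 SD, cut at about 10% in these data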;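 note: 0% = DMSO wells and 100% = sodium butyrate wells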
# DAX1 inh-2: inhibitors of human orphan nuclear receptor DAX1 (NR0B1); AID 504766; HEK293 Gal4-DAX1 luciferase reporter, luminescence; inhibition, % at 6.75 µM; actives 0.99% (n = 340,000);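 active = inhibition above the mean over all tested compounds plus 3 SD, cut at about 4.2% in these data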;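 note: 0% = DAX1-transfected cells with DMSO and 100% = empty-vector control cells with DMSO; inhibition shows as a rise in luminescence from relieved DAX1 repression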
# ADAM17 inh: inhibitors of human ADAM17; actives 0.83% (n = 370,000); recombinant ADAM17, EDANS/DABCYL FRET peptide cleavage; inhibition, % at 6.95 µM; P78536; AID 720648;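 active = inhibition above the mean of compounds lying between control limits plus 3 SD, set per campaign, cut at about 8.5% in these data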;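 note: 0% = DMSO-only wells as the low control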
# MBD2 inh: inhibitors of human MBD2 binding to methylated oligonucleotide; actives 0.31% (n = 370,000); Q9UBB5; AID 686964; TR-FRET; inhibition, % at 4.4 µM; in the data active = inhibition above about 13%
# ssDAF-12 act: S. stercoralis DAF-12 activation, primary screen. HEK293 ssDAF-12/GRIP1 lit1-tk-luc reporter, luminescence; % of 3 µM dafachronic acid response. activation, % at 6.8 µM. actives 1% (n = 370,000);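 active = activation above the mean over all tested compounds plus 3 SD, cut at about 0.9% in these data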;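 note: 0% = DMSO-only wells and 100% = 3 µM delta7-dafachronic acid wells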
# Rev-erbA mod: modulates human Rev-erb alpha binding to DNA; P20393; actives 0.79% (n = 370,000); Rev-erbα–FITC-DNA binding, fluorescence polarization, 90 min; activity, % at 10 µM;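 active = activity above about 14%, limit read from the data; passing the limit was not always enough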;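 note: 0% = DMSO wells with 35 nM protein and 100% = DMSO wells with 750 nM protein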
# hcDAF-12 act: activates DAF-12 receptor from parasite H. contortus; activation, % at 6.8 µM; actives 1.4% (n = 370,000); HEK293 hcDAF-12 lit1-tk-luc reporter, luminescence; 0% DMSO, 100% Δ7-dafachronic acid;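 active = activation above the mean of all tested compounds plus 3 SD, cut at about 5.5% in these data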;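 note: 100% = response to 3 µM Δ7-dafachronic acid high control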
# Numbers without * were called inactive; x = not tested or not shown.
# Fields: DAX1 inh-1	PLC-gamma1 inh	SMARCA2 activ	PLC-beta3 inh	hgDAF-12 ag	DAX1 inh-2	ADAM17 inh	MBD2 inh	ssDAF-12 act	Rev-erbA mod	hcDAF-12 act
COc1ccc(OC)c(N(CC(=O)N2CCCC2)S(C)(=O)=O)c1
    0.1	-3	0	-3	0.2	4.5*	-4	0	-0.8	-1	-0.1
Cc1cccc(C)c1NC(=O)CSc1nnc(-c2ccoc2C)n1CCc1ccccc1
    -1.3	1	4	1	3.6	1.5	-2	0	-1.2	-2	0.5
Nc1nc(SCC(=O)N2CCN(c3ccccc3)CC2)n[nH]1
    -0.6	2	2	-4	-1.1	-0.2	-2	-2	-0.8	3	1.1
COc1ccccc1OCC(=O)Nc1oc(-c2ccccc2)c(-c2ccccc2)c1C#N
    0.2	-18	1	-22	-1.9	0.7	3	-3	-1.0	-4	-0.3
CCCC(CCC)C(=O)NNc1cc(=O)c2c(=O)n(C)c(=O)n(C)c2[nH]1
    -0.1	-1	0	-1	-1.0	-0.7	-3	-7	-1.4	-7	-0.8
COc1ccc(-c2cn3cccnc3n2)cc1NC(=O)C1CCCC1
    -0.3	-189	2	-272	0.5	-0.9	-33	-2	-1.1	4	-0.9
CCOC(=O)C1=C(C)NC2=C(C(=O)c3ccccc32)C1c1cccnc1 (stereo unspecified)
    -0.5	2	-1	4	-2.6	-2.2	3	-7	-2.3	7	-2.3
O=C(COc1cccnc1[N+](=O)[O-])N1N=C(c2ccc(Cl)cc2)CC1c1ccco1 (stereo unspecified)
    -0.3	6	0	2	-0.8	-0.2	5	-3	-0.8	-5	-0.5
Cc1nc(SCC(=O)O)c(C#N)c2c1CCCC2
    -0.3	-3	-1	-5	-1.1	2.6	-8	3	-1.0	-9	-0.8
Cc1cccc(N2N=C(C(=O)OCC(=O)c3ccccc3)CCC2=O)c1
    0.1	1	-2	2	4.2	0.7	-5	3	-0.8	0	0.9
COc1ccc(-c2cc(C(=O)Nc3ccccc3O)c3ccccc3n2)cc1OC
    -0.1	-16	3	-15	5.3	-0.8	-1	-4	-2.1	-6	-1.9
C#CCNc1c2c(nc3nnnn13)CCCC2
    1.0	1	-1	-3	1.4	-0.1	-3	-2	-1.1	6	-1.3
Cc1c(C(=O)N2c3ccccc3CC2C)oc2ccccc12 (stereo unspecified)
    5.3*	-5	5	-9	18*	3.4	0	-1	2.3*	0	11*
CN(Cc1cccs1)C(=O)CSc1nnnn1C
    0.1	1	0	-2	-0.7	-0.6	0	0	-1.1	1	0.0
CCCOc1ccc(/C=N/NC(=O)CSCc2ccc([N+](=O)[O-])cc2)cc1OCC
    -0.4	0	2	2	-0.4	0.6	4	-3	-0.7	-3	-0.4
Cc1ccc2cc(CN(Cc3ccc4c(c3)OCO4)Cc3nnnn3Cc3ccco3)c(=O)[nH]c2c1C
    -0.1	-73	0	-92	-2.7	-0.1	-5	-4	-1.2	0	-0.3
N#Cc1ccc(-c2nc3ccc(Br)cn3c2Cc2cccc(F)c2)cc1
    1.4	-10	1	-22	4.8	x	0	3	-1.0	2	0.5
O=C(c1cccc([N+](=O)[O-])c1)n1nc(-c2ccccc2)nc1NCc1ccccc1
    1.8	1	1	1	8.7	2.7	-1	3	-0.6	3	3.9
O=C(NCC(=O)N(Cc1ccc(F)cc1)C(C(=O)NC1CCCC1)c1ccco1)c1ccco1 (stereo unspecified)
    -1.0	-1	-3	2	-3.3	0.0	-3	-3	-0.8	8	-0.4
COc1cc2c(cc1OC)CN(S(=O)(=O)c1ccccc1F)CC2
    0.2	6	2	0	-2.7	-0.5	2	3	-2.3	5	-1.4
O=C(NCc1ccco1)C(=O)NCC1OCCCN1S(=O)(=O)c1ccc(F)cc1 (stereo unspecified)
    0.0	-3	0	0	-1.1	3.3	-2	-1	-0.4	-2	-1.5
O=C(O)CSc1nnc(-c2cccc(S(=O)(=O)N3CCOCC3)c2)n1-c1ccc(F)cc1
    1.0	-1	-2	-4	-0.3	0.1	-5	0	-1.4	-2	-0.1
O=C(C[C@@H]1CC[C@@H]2[C@H](COC[C@H](O)CN2Cc2cccc(C(F)(F)F)c2)O1)NCc1ccc(Cl)cc1
    -0.9	0	-3	0	-2.3	x	6	-2	-0.8	-2	0.5
Cc1ccc(C)c(S(=O)(=O)N2CCN(C(=O)CCC(=O)c3cc(C)sc3C)CC2)c1
    -2.5	0	-3	-3	-2.2	-1.1	6	-1	-1.1	-1	-0.9
CCc1nc2ccc(C(=O)NCc3cccs3)cn2c1N(CCC(C)C)CCN(C)C
    2.2	-10	-1	-15	8.3	x	-8	-2	-0.9	10	0.2
O=Nc1c(-c2ccccc2)cc2ccccn12
    -0.5	0	1	1	3.3	6.6*	-1	-23	-1.4	14	-1.5
Cc1cccc(C(=O)NC(=S)Nc2ccc(S(=O)(=O)N3CCCCC3)cc2)c1
    -0.5	2	-1	-1	0.6	-1.6	-2	1	-1.6	-1	-2.4
COc1ccc2oc(=O)c(C(=O)NCc3ccc(C)cc3)cc2c1
    0.2	-109	-1	-141	0.8	1.0	-56	-3	-0.5	4	-0.8
COc1cc(OC)cc(C(=O)OCC(=O)NC(C)CCc2ccccc2)c1 (stereo unspecified)
    0.3	-3	-3	-7	-0.3	2.8	2	-2	-1.2	1	-2.8
COc1ccc(C2CC(c3ccccc3)=NN2C(=O)COC(=O)CNC(=O)c2ccccc2)cc1 (stereo unspecified)
    -0.1	-1	0	-2	-2.7	-0.7	-1	-1	-0.6	1	0.4

# Three compounds already listed, ordered by the value under MBD2 inh, smallest number first:
SMILES | MBD2 inh
COc1ccc2oc(=O)c(C(=O)NCc3ccc(C)cc3)cc2c1 | -3
COc1ccc(C2CC(c3ccccc3)=NN2C(=O)COC(=O)CNC(=O)c2ccccc2)cc1 (stereo unspecified) | -1
O=C(O)CSc1nnc(-c2cccc(S(=O)(=O)N3CCOCC3)c2)n1-c1ccc(F)cc1 | 0

# Further records follow:
# Fields: DAX1 inh-1	PLC-gamma1 inh	SMARCA2 activ	PLC-beta3 inh	hgDAF-12 ag	DAX1 inh-2	ADAM17 inh	MBD2 inh	ssDAF-12 act	Rev-erbA mod	hcDAF-12 act
O=C(Nc1cccc(C(=O)N2CCCC2)c1)c1ccccc1
    -0.7	-1	-1	-5	-3.1	0.3	-2	1	-0.9	-1	-0.6
CCO[C@H]1OC(C(=O)N2CCOCC2)=C[C@@H](C)[C@@H]1CCCO
    0.2	1	1	1	-1.0	-0.4	-6	-1	-1.0	-3	0.5
COC(=O)C[C@@H]1CC[C@H]2[C@@H](COc3ccc(NC(=O)Nc4cccc(F)c4)cc3C(=O)N2C)O1
    -0.8	1	-2	0	1.1	x	-2	5	-1.1	-1	2.2
CC(NC(=O)COC(=O)CCc1ccccc1)c1ccccc1 (stereo unspecified)
    -0.3	-2	-3	-6	0.2	-0.3	-1	3	0.3	-1	0.4
Cc1ccc(C)c(N2CCN(S(=O)(=O)c3cc4c(cc3Cl)NC(=O)CO4)CC2)c1
    -0.9	1	-1	-2	3.5	1.9	-5	4	-1.2	-1	0.0
Cc1ccc2c(c1)nnn2C1CCN(CC(=O)NCc2ccccc2F)CC1
    -0.3	0	1	-3	0.1	-0.2	-4	5	-1.6	2	-1.6
COc1ccc(CNC(=O)CN(CCC(C)C)S(=O)(=O)c2ccc3c(c2)OCCO3)cc1
    -0.5	-2	-2	-1	-3.0	-0.9	-1	0	-1.8	6	-3.8
CCCCCC(=O)NNC(=O)c1ccc(-c2ccccc2)cc1
    -0.5	-1	-1	1	0.2	1.9	-2	1	-1.8	-4	-1.2
COCc1nnc(NC(=O)c2ccccc2Oc2ccccc2)s1
    1.5	2	-2	-2	-1.9	-0.3	1	-10	-1.2	-7	-0.9
CC(c1ccccc1)N1C(=O)OC(C)(C)C1(C)O (stereo unspecified)
    0.6	7	1	-4	0.5	1.1	-5	-3	-1.6	5	-1.5
Cc1nc(C(=O)NC2CC2)sc1C1(C)CC(c2cccc([N+](=O)[O-])c2)=NO1 (stereo unspecified)
    -1.1	5	0	-83	-1.3	-0.7	3	3	-1.6	1	-1.6
O=C(O)/C=C/c1ccc(OCc2cccc(F)c2)cc1
    1.1	-2	-2	-1	0.5	0.5	0	1	-1.4	2	-1.1
CCC[C@H]1COCCS(=O)(=O)N1Cc1ccccc1F
    0.0	4	1	3	0.3	1.3	1	0	-0.7	2	-1.0
COc1ccc(N2CCN(C3CCCN(C(=O)CSC)C3)CC2)cc1 (stereo unspecified)
    -0.3	2	1	-2	1.9	-0.2	-2	0	-0.8	-6	-1.5
O=C(O)CCc1ccc(-c2cccs2)n1NC(=O)c1ccc(Cl)cc1Cl
    0.4	-7	1	-6	-0.9	1.1	-2	-2	-1.1	-8	0.0
CC(CNc1ccc([N+](=O)[O-])cc1)NC(=O)c1ccccc1Br (stereo unspecified)
    -1.2	6	1	6	1.1	-1.3	1	-2	-1.6	2	-3.0
CC(C)(C)c1ccc(C2C(C(=O)c3ccco3)=C(O)C(=O)N2CC2CCCO2)cc1 (stereo unspecified)
    0.1	-1	0	-7	0.7	0.5	-1	-4	-1.4	-1	-0.7
O=C(/C=C/[C@H]1O[C@@H](n2cnc3c(NC(=O)c4ccccc4)ncnc32)[C@H](O)[C@@H]1O)NCc1ccco1
    0.1	1	-1	-1	2.2	x	-4	-3	-0.8	-4	-1.2
CC1=CC(C)(C)N2C(=O)C3(C(C#N)=C(N)Oc4cc(O)ccc43)c3cccc1c32 (stereo unspecified)
    -0.5	3	-1	0	-1.9	1.4	4	1	-1.5	7	-2.8
COC(=O)C1C2CC3c4[nH]c5cc(OC)ccc5c4CCN3CC2CC(OC(=O)CC(C)=O)C1OC (stereo unspecified)
    -0.5	-182	-5	-229	-2.8	-0.6	-29	4	-0.2	6	2.6
O=C(NCCS(=O)(=O)NCc1cccs1)c1ccccc1
    0.6	-1	0	-2	-2.9	0.1	0	-3	-1.6	-9	-0.9
CCC(C)c1ccccc1NC(=O)CN1CCN(C/C=C/c2ccccc2)CC1 (stereo unspecified)
    -0.3	4	0	3	2.4	-1.0	0	-5	-1.7	0	2.5
O=S(=O)(/N=C(/Nc1ccc(Cl)c(S(=O)(=O)N2CCOCC2)c1)c1ccc(F)cc1)c1ccccc1
    -1.5	1	-1	-6	-2.2	0.0	3	2	-1.3	4	-1.4
COC(=O)CSc1cc(C(=O)c2nccn2C)c2ccccc2n1
    -0.6	-24	-3	-33	-2.1	0.2	-6	1	-1.4	-5	-0.2
C=CCNC(=S)NNC(=O)CSc1nc2ccccc2s1
    1.0	0	-2	-3	1.2	-0.2	11*	-3	0.2	1	4.6
CS(=O)(=O)c1ccc(NS(=O)(=O)c2ccc3ccccc3c2)cc1
    -0.3	-18	-3	-8	-0.7	-0.1	-2	5	-1.2	-1	-1.5
CCOC(=O)Cc1csc(NC(=O)c2cc(C)c(C)s2)n1
    0.6	-1	-5	-14	2.8	-0.4	11*	2	-1.5	-1	-0.9
